# Screens: PubChem, several laboratories
# MITF TRPM1 inh = inhibitors of MITF-driven TRPM1 promoter in melanoma cells | SK-MEL-5 TRPM1 promoter luciferase, 24 h | inhibition, % at 12.5 µM | 330,000 compounds, 0.83% hits | AID 488899;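 active = mean inhibition across replicates of 60% or more, whatever share of single replicates reaches that level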; note: values of inactives mirror those of a sister screen read the other way
# LMP1 NFkB inh = reduces LMP1-driven NF-kappaB luciferase signal. LMP1-induced NF-kappaB luciferase reporter cells, luminescence. inhibition, % at 12.5 µM. 350,000 compounds, 0.69% hits. AID 504558; in the data active = inhibition above about 41%;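 note: 0% = neutral control wells and 100% = reference inhibitor control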
# CF NFkB inh = blocks PAF-induced NF-kB reporter in cystic fibrosis cells; AID 588850; KKLEB NF-kB-GFP reporter, GFP fluorescence overnight; 360,000 compounds, 0.86% hits; inhibition, % at 5 µM;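 active = at least 50% inhibition at 5 µM, scaled per plate between neutral and stimulator controls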;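 note: PAF is a Pseudomonas aeruginosa culture filtrate used as stimulus; plate controls were PAF-stimulated DMSO wells for no effect and unstimulated DMSO wells for full effect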
# Shn3 inh set2 = inhibitors of Schnurri-3 3'UTR reporter in osteoblasts; inhibition, % at 12.5 µM; Clone20 osteoblast Shn3 3'UTR firefly luciferase, 24 h; AID 588674; 360,000 compounds, 0.52% hits;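 active = mean inhibition of at least 75% with every replicate also reaching 75%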;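 note: 0% = median of neutral control wells and 100% = pilot-screen positive control compound; some compounds past the cut are filed as inactive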
# TRAIL sens C8 = sensitizes caspase-8 expressing cells to TRAIL; NB7+C8 cells + TRAIL, ATPlite viability luminescence; inhibition (viability loss, TRAIL sensitization), % at 10 µM; AID 624354; 360,000 compounds, 1% hits;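 active = compounds causing at least 50% loss of cell viability in the single-dose screen, relative to plate controls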
# NR2E3 ag-1 = agonists of human nuclear receptor NR2E3 | AID 2300 | inhibition of corepressor binding, % at 4.78 µM | Q9Y5X4 | GST-NR2E3/biotin-RetCOR TR-FRET, 1536-well | 320,000 compounds, 0.12% hits;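 active = percent inhibition above the cutoff of mean plus 3 SD of all tested compounds, set per screening campaign, cut at about 20% in these data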;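 note: 0% = DMSO wells and 100% = biotin wells as full block of FRET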
# Target sequence (Q9Y5X4 whole entry, looked up): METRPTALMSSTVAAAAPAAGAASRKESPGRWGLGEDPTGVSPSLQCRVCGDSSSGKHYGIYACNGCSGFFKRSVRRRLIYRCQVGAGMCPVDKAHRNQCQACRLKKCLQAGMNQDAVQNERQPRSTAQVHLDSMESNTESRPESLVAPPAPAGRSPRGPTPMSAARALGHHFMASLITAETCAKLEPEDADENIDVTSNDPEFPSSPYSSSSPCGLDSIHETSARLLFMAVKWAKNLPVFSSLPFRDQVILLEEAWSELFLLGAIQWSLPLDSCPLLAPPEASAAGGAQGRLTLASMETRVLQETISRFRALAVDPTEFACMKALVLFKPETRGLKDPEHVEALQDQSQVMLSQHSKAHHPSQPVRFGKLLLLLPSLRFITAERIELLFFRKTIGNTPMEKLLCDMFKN
#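 Material: NR2E3–RetCOR corepressor complex | Quantity: 1.35 nM GST-tagged NR2E3 final | Schedule: 5 h at 4 °C | Replication: Singlicate compound wells | Reagent: RetCOR corepressor, biotinylated, 7 nM | Controls: Biotin wells as high control, 0.6% DMSO wells as low control | Signal: TR-FRET, Eu(K)-anti-GST donor, streptavidin-D2 acceptor, ex 340, em 617/671 nm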
# NR2E3 ag-2 = agonists of human NR2E3 nuclear receptor; AID 602229; CHO-S Gal4-NCOR/VP16-NR2E3 two-hybrid, luciferase; 360,000 compounds, 0.35% hits; inhibition of corepressor binding, % at 3.98 µM;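 active = inhibition above the mean of all tested compounds plus 3 SD, cut at about 70% in these data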;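 note: 0% = DMSO with NR2E3 transfected cells and 100% = cells lacking NR2E3 construct; higher means lower luciferase signal from less NR2E3 corepressor binding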
# iPSC survival up = hiPSC single-cell survival enhancement | ATPlite luminescence; 100% = ROCK inhibitor wells, 0% = DMSO | survival enhancement, % at 20 µM | 360,000 compounds, 0.044% hits; in the data active = survival enhancement above about 18%;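 note: cells exposed to compounds for 16 hours before the ATP read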
# KKLEB cytotox = CF airway cell cytotoxicity counter-screen. KKLEB CF airway cells viability, ATPlite luminescence, overnight; hits give low values; cells stimulated with P. aeruginosa culture filtrate. activity change (cytotoxicity), % at 5 µM. 360,000 compounds, 0.36% hits. AID 602141;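 active = corrected activity change at or below -50% at 5 µM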
# HIF-2a inh = HIF-2a inhibition | 786-0 RCC cells HIF-2a reporter, luciferase luminescence, overnight | inhibition, % at 18.8 µM | 360,000 compounds, 0.72% hits | AID 624352;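 active = inhibition of the luminescence signal of 40% or more relative to plate controls, in a single-dose primary screen at 18.75 µM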
# Peg3 promoter = reduces Peg3 promoter-driven luciferase expression in HeLa | 360,000 compounds, 1.7% hits | HeLa PEG-Prom luciferase reporter, luminescence, overnight | inhibition, % at 20 µM;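 active = inhibition of at least 50% at 20 µM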
# * marks the source's active call; other numbers are inactive results; / = not tested or not shown. An excerpt; rates above refer to the full screens.
# The opening seven records, ahead of the listing:
SMILES,MITF TRPM1 inh,LMP1 NFkB inh,CF NFkB inh,Shn3 inh set2,TRAIL sens C8,NR2E3 ag-1,NR2E3 ag-2,iPSC survival up,KKLEB cytotox,HIF-2a inh,Peg3 promoter
CC(=O)NNC(=S)Nc1cc(S(=O)(=O)N(C)C)ccc1C,0,0,0,9,-13,-2,-15,0.5,1,16,3
CCN(CC)c1ccc([N+](=O)[O-])cc1C(=O)N1CCOCC1,9,-4,-12,4,-4,1,6,-1.1,19,10,-7
Cc1nc2ccccc2n1CC(=O)OCC(=O)N1CCC(C)CC1,-6,5,28,12,-12,/,10,-1.7,-8,17,10
CCOCCCN1C(=O)CN(C2CCCCC2)C(=O)C1c1ccc(OCC)c(OC)c1 (centres undefined),-3,-12,11,12,-10,3,-3,-2.2,-6,10,5
O=C(c1ccccc1F)N1CCN(c2ccc([N+](=O)[O-])c(NCC3CCCO3)c2)CC1 (centres undefined),9,-3,-4,-8,-1,3,-4,-1.9,2,13,34
COc1cccc(CN2CCc3[nH]c(=S)[nH]c(=O)c3C2)c1,11,12,10,-2,4,1,-10,1.0,-7,21,2
O=C(CC12CC3CC(CC(C3)C1)C2)NCCN1CCOCC1,13,10,-6,45,19,2,-29,-0.1,4,8,6

# The listing, repeating the preview:
SMILES,MITF TRPM1 inh,LMP1 NFkB inh,CF NFkB inh,Shn3 inh set2,TRAIL sens C8,NR2E3 ag-1,NR2E3 ag-2,iPSC survival up,KKLEB cytotox,HIF-2a inh,Peg3 promoter
CC(=O)NNC(=S)Nc1cc(S(=O)(=O)N(C)C)ccc1C,0,0,0,9,-13,-2,-15,0.5,1,16,3
CCN(CC)c1ccc([N+](=O)[O-])cc1C(=O)N1CCOCC1,9,-4,-12,4,-4,1,6,-1.1,19,10,-7
Cc1nc2ccccc2n1CC(=O)OCC(=O)N1CCC(C)CC1,-6,5,28,12,-12,/,10,-1.7,-8,17,10
CCOCCCN1C(=O)CN(C2CCCCC2)C(=O)C1c1ccc(OCC)c(OC)c1 (centres undefined),-3,-12,11,12,-10,3,-3,-2.2,-6,10,5
O=C(c1ccccc1F)N1CCN(c2ccc([N+](=O)[O-])c(NCC3CCCO3)c2)CC1 (centres undefined),9,-3,-4,-8,-1,3,-4,-1.9,2,13,34
COc1cccc(CN2CCc3[nH]c(=S)[nH]c(=O)c3C2)c1,11,12,10,-2,4,1,-10,1.0,-7,21,2
O=C(CC12CC3CC(CC(C3)C1)C2)NCCN1CCOCC1,13,10,-6,45,19,2,-29,-0.1,4,8,6
COc1ccc(/C=C/C(=O)NCCOc2ccc(C)cc2)cc1,-1,-3,-12,8,0,0,-27,-0.2,-2,0,-8
CC(C)(C)n1nnnc1C(CCc1ccccc1)N1CCN(C/C=C/c2ccccc2)CC1 (centres undefined),/,/,15,76,-40,/,17,1.5,-17,-27,0
COc1cc(C2NC(=S)NC(c3ccccc3)=C2C(C)=O)ccc1O (centres undefined),10,-5,2,-1,-2,0,-18,-0.7,-18,10,-4
CC(=O)c1cccc(NC(=O)C(C)OC(=O)c2cc(C)oc2C)c1 (centres undefined),8,-1,20,8,19,/,-6,-0.4,-2,15,13
Cc1ccc(-c2nnc(SCC(C)C)n2C)cc1,-30,-20,-2,-10,5,0,-108,-2.3,-3,-175,-176
CC(=O)NC(Cc1ccc(F)cc1)C(=O)NC1CCN(C(=O)NCc2ccccc2)CC1 (centres undefined),7,-2,16,10,-24,1,-17,0.1,1,11,3
CCN(CC)C(=S)NCCc1ccccc1,-12,-11,1,-8,-14,0,-11,0.3,8,-8,2
C[C@@H](CN1C2=NC[C@H](C)N2C[C@H]1Cc1ccc(O)cc1)NC(=O)CCC1CCCCC1,-7,7,-17,21,-10,0,-11,-1.5,9,9,2
Cc1nc(NC(=O)/C=C/c2ccccc2)sc1C(=O)Nc1ccccc1,17,6,18,16,14,-4,-15,1.7,-10,1,1
COc1ccccc1CNC(=O)COC(=O)c1cccc(S(=O)(=O)N2CCOCC2)c1,2,-4,-2,4,0,-3,-15,-0.5,5,9,31
Cc1cc(C)cc(NCc2cc(=O)oc3cc(-c4ccccc4)c(O)cc23)c1,19,7,13,-22,6,2,-12,-0.3,1,12,0
COc1ccc(C(NC(=O)C2CCN(C/C=C/c3ccc(OC(C)=O)c(OC)c3)CC2)c2ccccn2)cc1 (centres undefined),/,/,17,-20,-15,/,-14,-2.2,-27,10,-2
CCCCC(=O)NC(=O)NC(c1ccccc1)c1ccccc1,12,-16,-16,-21,1,0,6,0.2,-1,17,14
O=C1CCCC2=C1C1(O)C(=O)c3ccccc3C1(O)O2 (centres undefined),2,6,6,-12,-9,-3,-5,-2.3,1,2,10
CCC1Oc2ccc(C)cc2N(CC(=O)N2CCOCC2)C1=O (centres undefined),12,0,10,-17,-7,2,-14,0.1,-7,2,-2
Cc1ccc2nc(-c3ccccc3NC(=O)CCC(=O)O)c(=O)[nH]c2c1,-3,0,-11,-11,-3,/,-30,-0.7,-26,-1,-7
CCn1c(SCC(=O)O)nc2ccccc21,7,-42,11,-23,6,-1,-9,-0.6,-12,-2,-13
CCN(CC)S(=O)(=O)c1cccc(C(=O)OCC(=O)NC(C)c2ccccc2)c1 (centres undefined),0,2,2,45,-1,7,-3,-0.2,4,9,12
Cc1ccc2[nH]c(=O)c(C(c3nnnn3C(C)(C)C)N3CCN(C(=O)c4ccco4)CC3)cc2c1 (centres undefined),8,2,6,4,2,1,1,1.5,6,-2,5
CC(NC(=O)COC(=O)c1cc(NS(=O)(=O)c2ccc(Cl)c([N+](=O)[O-])c2)ccc1O)C1CC2CCC1C2 (centres undefined),4,6,-16,-16,-3,2,6,16,4,84*,96*
O=C(O)CCSc1nc2ccccc2n1CCOc1ccccc1,2,-16,2,12,10,-1,-7,1.2,8,7,-2
CNC[C@H]1Oc2ccc(NC(=O)C3CCCCC3)cc2CC(=O)N([C@H](C)CO)C[C@@H]1C,-4,1,8,-10,-2,/,7,2.4,-17,7,-5
Cc1ccc(NCc2nc(SCC(=O)Nc3ccccc3)n[nH]2)cc1,-14,-7,7,-15,-10,-4,-23,-0.6,2,-15,27
CC(=O)Nc1ccccc1Sc1ccc2c3c(cccc13)C(=O)N(c1ccc(C)cc1)C2=O,65*,5,7,40,19,-2,-4,0.0,7,13,34
Cc1ccc(S(=O)(=O)Nc2ccc(N3CCOCC3)cc2)cc1C,6,-7,20,6,-5,1,14,-0.4,-1,12,-10
O=C(NNC(=O)C12CC3CC(CC(C3)C1)C2)c1ccccc1O,-2,23,-8,27,20,2,-38,-0.5,-7,-43,7
C[C@H]1COC(=O)[C@@H](Cc2ccc(F)cc2)C/C=C\C[C@@H](CC(=O)N[C@@H](CO)Cc2ccccc2)C(=O)N1,-3,12,22,-8,-15,/,-13,-4.2,12,3,-1
Cc1ccc(OCc2nnc(SCC(=O)Nc3ccc4c(c3)OCO4)n2C)cc1,-8,-5,1,52,9,-2,-5,-3.1,-1,15,24
CC1(C)CC(=O)c2c(oc3cc(O)c(O)cc23)C1,-14,6,1,1,7,0,-27,-2.0,9,21,1
O=C(Nc1cccc(S(=O)(=O)Nc2ccccc2F)c1)c1ccc2ccccc2n1,-8,4,-9,3,13,-1,-29,-0.5,4,-26,-17
O=C(COC(=O)c1ccccc1)NC1CCCCCC1,-3,0,-30,9,4,/,11,4.5,10,-12,-80
O=c1c(Sc2ccccc2)c(C(F)(F)F)[nH]n1-c1ccccc1,-1,-3,21,-7,11,3,57,2.0,3,9,34
O=C(NCc1ccccc1)C1CCC(CNc2c(N3CCCCC3)c(=O)c2=O)CC1 (centres undefined),8,9,-21,0,47,3,-16,-0.6,14,11,5
COCCCOc1cc(NCc2ccccc2)c2ncn(C(C)C)c2c1,56,4,-14,-19,4,/,16,-1.6,2,18,26
N#CCCN(C(=O)COC(=O)c1ccc2c(=O)n3c(nc2c1)CCC3)c1ccc(F)cc1,4,3,2,6,1,-6,14,0.4,6,14,10
COc1cccc(CNC(=O)c2ccc(COc3ccccc3)cc2)c1,-6,-15,-1,-1,2,3,-37,-0.4,1,-66,-53
N#CC1=C(SCc2ccccc2)NC(=O)CC1c1ccco1 (centres undefined),-14,-6,-10,14,-5,0,3,1.6,9,12,10
Cc1cccc(NC(=O)[C@H](Cc2ccccc2)NC(=O)OCc2ccccc2)c1,8,3,14,7,-2,-2,11,2.4,0,19,-2
CC(=O)c1ccc(N(CC(=O)NC2CCCC2)C(=O)CNC(=O)c2cccs2)cc1,-5,6,-5,11,12,2,-4,0.3,-4,-1,-10
CCCCSc1oc(-c2ccco2)nc1S(=O)(=O)c1ccccc1,14,-10,18,16,8,3,3,-0.3,-12,3,8
O=C(CN1C(=O)NC(c2ccc(F)cc2)C1=O)NC1CCCCC1 (centres undefined),0,-3,-8,3,1,/,-10,-2.8,12,10,2
N#CC(Cc1cccs1)c1nc2ccccc2[nH]1 (centres undefined),/,-3,29,-5,-12,/,-44,0.0,-19,-62,-17
Cc1ccc(CNC(=O)C2CC(c3ccccc3[N+](=O)[O-])=NO2)o1 (centres undefined),/,-10,-2,-10,-4,5,-17,1.0,12,-16,-12
COc1cccc(N2CCN(C(=O)c3cc(-c4ccccc4)nc4c3cnn4C(C)C)CC2)c1,/,5,-3,23,5,/,-36,1.8,1,6,33

# Reprinted at random: two entries already listed.
SMILES,MITF TRPM1 inh,LMP1 NFkB inh,CF NFkB inh,Shn3 inh set2,TRAIL sens C8,NR2E3 ag-1,NR2E3 ag-2,iPSC survival up,KKLEB cytotox,HIF-2a inh,Peg3 promoter
Cc1ccc(CNC(=O)C2CC(c3ccccc3[N+](=O)[O-])=NO2)o1 (centres undefined),/,-10,-2,-10,-4,5,-17,1.0,12,-16,-12
O=C(CN1C(=O)NC(c2ccc(F)cc2)C1=O)NC1CCCCC1 (centres undefined),0,-3,-8,3,1,/,-10,-2.8,12,10,2
